Dynein transport = dynein cargo transport inhibition; hit rate 0.47% among 220,000; z-score, hits read low; 3617.4 mouse cells, GR-EGFP nuclear translocation imaging; test concentration mostly 20 µM; stimulated with dexamethasone, 1 µM; stronger effect = lower value;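 active = plate z-score of nuclear minus cytoplasmic receptor signal below a set negative limit, without overly bright fluorescence or cell loss, cut at about -3.5 in these data, passing the limit was not always enough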;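 note: z-score of nuclear minus cytoplasmic ring GR-EGFP intensity difference per well; some compounds called inactive have numbers as strong as hits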
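Buffer or medium: tetracycline-free induction medium containing charcoal-stripped FBS / Reagent: dexamethasone agonist, 1.0 µM final, for 30 min / Technique: automated 10x imaging of fixed Hoechst-stained cells / Times: induction 48 h, compound 1 h, agonist 30 min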
Ins promoter up = MIN6 insulin promoter up-regulation | MIN6 insulin promoter-GFP reporter, high-content imaging; stronger effect = higher value | z-score at 5 µM | hit rate 0.3% among 190,000 | AID 1625;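 active = z-score above 3 at 5 µM with at least 500 cells counted in the well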
Yfh1-off respiration = enhancers of respiration in Yfh1-depleted yeast, dose response, Friedreich's ataxia, plus single-dose screen (AID 1465); one-dose fold induction at 50 µM; EC50 in µM for titrated hits; hit rate 0.074% among 220,000; S. cerevisiae Yfh1-off respiration, WST-1 reduction, 72 h; higher fold induction means a stronger effect;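 active = fold induction of absorbance versus untreated yeast above a set limit, then at least 30% activation at any dose in follow-up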;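 note: activators that raise dye reduction in frataxin-depleted yeast; strong numbers were not always called active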
NOD1 inhibition = inhibition of NOD1-driven NF-kB reporter – cell-based, luminescence, uHTS, primary screen (AID 1578) | NOD1-driven NF-kB luciferase reporter cells, luminescence; higher % means a stronger effect | inhibition, % at 4 µM, or EC50 in µM where a hit was titrated | hit rate 1% among 290,000; in the data active = inhibition mostly above about 36%, no sharp cut-off; inactive = mostly below about 34%;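 note: HEK-293T reporter cells stimulated with the NOD1 agonist gamma-tri-DAP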
MT stabilizer = stabilizes microtubules in HeLa cells | % tubulin-high responders, % at 10 µM | AID 2205 | HeLa tubulin immunostaining HCS, 24 h; share of cells brighter than vehicle mean+2SD | hit rate 0.83% among 200,000;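 active = plate Z-score above 3 for both tubulin-high and condensed-nucleus cell shares, with cell loss under 80%, at 10 µM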;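 note: anti alpha tubulin signal scored within the nucleus-defined area of each cell; some results filed as inactive read as strong as hits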
P. falciparum M17LAP = P. falciparum M17LAP inhibitors, primary screen, biochemical, fluorogenic H-Leu-NHMec substrate, 1536-well (AID 1619). recombinant M17LAP, H-Leu-NHMec fluorogenic kinetic assay; higher % means a stronger effect. inhibition, % at 30 µM, or IC50 in µM where a hit was titrated. hit rate 0.38% among 220,000;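 active = compound inhibiting the enzyme by more than half at any dose during confirmatory dose-response retesting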;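 note: plate controls were full reaction with DMSO carrier for no effect and no enzyme background for full effect; strong numbers were not always called active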
b-catenin transl = beta-catenin nuclear translocation modulation; HeLa beta-catenin nuclear translocation, immunofluorescence imaging; nuclear translocation activity, % at 5 µM; hit rate 0.3% among 190,000;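 active = nuclear translocation activity above 50% at 5 µM, with a well cell count of 50 or more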;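 note: per-cell ratio of nuclear to cytoplasmic median beta-catenin stain intensity; plate controls were DMSO negative control for no effect and GSK-3 inhibitor IX positive control for full effect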
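test system = HeLa cells, endogenous beta-catenin | dosing = single 5 µM dose plus 0.02–20 µM confirmation series | times = compound treatment 24 h, 37°C, 5% CO2 | technique = beta-catenin immunofluorescence imaging with DAPI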
Autophagy HCS = autophagy modulation, high-content screen; MEF GFP-LC3 puncta imaging; test concentration mostly 10 µM; calls only at 10 µM (by protocol); hit rate 0.98% among 190,000;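 active = percentage of spot-positive cells more than 3 SD above its plate mean, without a fluorescence outlier flag or 80% toxicity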;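 note: spot-positive cell cutoff set from DMSO-treated cells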
NOD2 inhibition = inhibition of NOD2-driven NF-kB reporter – cell-based, luminescence, uHTS, HEK293 (AID 1566); HEK293 NOD2/NF-kB luciferase reporter, luminescence; higher % means a stronger effect; one-dose inhibition, % at 4 µM; EC50 in µM for titrated hits; hit rate 0.63% among 290,000; in the data active = inhibition above about 50%; note: many of its hits are not listed in these tables
Dynein transport cytoplasmic EGFP = second read-out of Dynein transport, no call of its own (marks repeat the call); z-score; measured here: cytoplasmic GR-EGFP intensity; stronger effect = higher value
Dynein transport nuclear GR-EGFP = also measured in Dynein transport; calls as there; z-score; measured here: nuclear GR-EGFP intensity;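 lower value marks the stronger effect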
Dynein transport cell count = recorded beside Dynein transport, whose call it bears; z-score; measured here: cell count per field
Ins promoter up cell count = further read-out of Ins promoter up, marked with its call; cell count; measured here: cytotoxicity, nuclei count;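 total cells summed across four imaged fields per well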
b-catenin transl cell count 5 µM = further read-out of b-catenin transl, marked with its call; cell count; measured here: cell count, cytotoxicity flag
MT stabilizer Hoechst-high % = recorded beside MT stabilizer, whose call it bears; % Hoechst-high responders; measured here: nuclear condensation Hoechst responders;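 share of cells brighter than vehicle mean plus two SD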
MT stabilizer cytotoxicity % = second read-out of MT stabilizer, no call of its own (marks repeat the call); toxicity, %; measured here: cytotoxicity by cell density;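 0% = mean cell density of plate MIN control wells and 100% = no cells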
Autophagy HCS cell loss 18 h = also measured in Autophagy HCS; calls as there; toxicity, %; measured here: cell loss, nuclei count;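 cell loss after 18 h compound exposure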
* = called active by the depositor; i = inactive; nt = no result given; + = active, no number. An excerpt (hit frequency here may not be typical).

SMILES | Dynein transport | Dynein transport cytoplasmic EGFP | Dynein transport nuclear GR-EGFP | Dynein transport cell count | Ins promoter up | Ins promoter up cell count | Yfh1-off respiration | NOD1 inhibition | MT stabilizer | MT stabilizer Hoechst-high % | MT stabilizer cytotoxicity % | P. falciparum M17LAP | b-catenin transl | b-catenin transl cell count 5 µM | Autophagy HCS | Autophagy HCS cell loss 18 h | NOD2 inhibition
CCN(C(=O)c1cc(Cl)ccc1OC)c1ccccc1C | -0.3 | -0.26 | -0.35 | 1.3 | -0.15 | 1268 | i | -3% | 3.5 | 1.3 | 5.4 | -4% | 4.4 | 428 | i | 7 | 17%
C=CCOCCN(C)C1=NS(=O)(=O)c2cc([N+](=O)[O-])ccc21 | 0.78 | -0.19 | 0.61 | -0.66 | -0.06 | 1294 | i | -16% | 5.8 | 1.0 | 5.6 | 1% | -0.2 | 1547 | i | 34 | 10%
Cc1cccc(CN2CCN(c3nc4nonc4nc3NC3CC3)CC2=O)c1 | 0.26 | 0.11 | -0.024 | 0.68 | -0.09 | 1358 | i | -30% | 6.1 | 2.4 | 5.2 | 4% | 1.4 | 1143 | i | 16 | 5%
COCCNC(=O)CS(=O)(=O)Cc1nc(-c2ccc(C)cc2)oc1C | 1.3 | -0.078 | 1.1 | -0.81 | 1.2 | 825 | i | -13% | 2.7 | 2.8 | 7.0 | 3% | nt | nt | i | -9 | 12%
COc1ccc(CC(=S)N2CCOCC2)cc1 | -0.67 | -0.19 | 0.065 | 1 | -4.9 | 593 | i | 8% | 4.3 | 2.6 | 8.0 | 15% | 3.8 | 976 | i | 11 | 24%
Cc1ccc(-c2nnc(CCC(=O)NCc3csc(C)n3)o2)s1 | 0.86 | 0.078 | 0.96 | -0.21 | -0.3 | 1105 | i | 6% | nt | nt | nt | 12% | 0.2 | 1329 | nt | nt | 17%
COc1cc2c(cc1OC)CN(CC(=O)NC(=O)NC(C)(C)C)CC2 | -0.41 | -0.21 | -0.044 | 0.59 | 1.1 | 1231 | i | -22% | 1.6 | 1.1 | 6.6 | -1% | -0.6 | 1150 | i | -29 | 2%
COC(=O)C1CCN(C(=O)Nc2ccc(OC)cc2)CC1 | -0.59 | -0.16 | -0.96 | -0.83 | -0.1 | 1574 | i | -35% | 3.2 | 2.2 | 5.8 | 18% | -0.3 | 1322 | i | 2 | 22%
COc1ccc(CCN(C)CCC(=O)Nc2cccc(C)c2)cc1OC | -0.25 | -0.25 | -0.19 | -0.042 | -0.83 | 1114 | i | -2% | nt | nt | nt | 0% | 1.3 | 1259 | nt | nt | -5%
CCOc1ccc(C2c3[nH]c4ccccc4c3CCN2Cc2cn(CC)nc2C)cc1 (stereo not given) | 0.17 | -0.26 | 0.25 | -0.34 | -0.52 | 1575 | i | -28% | 2.8 | 3.1 | 2.1 | -7% | 2.1 | 923 | i | 21 | -18%
CCOC(=O)c1nn(-c2cccc(OC)c2)c2nc(Nc3ccccc3)cc(=O)n12 | 0.6 | 2.7 | 0.56 | -1.5 | 0.55 | 1426 | i | -27% | 2.5 | 2.9 | 5.8 | -6% | nt | nt | + | -15* | 8%
O=C(NCc1ccncc1)c1cc2ccccc2nc1Cl | 0.68 | -0.042 | 0.85 | 0.07 | 0.1 | 1259 | i | -23% | 5.6 | 1.6 | 6.3 | 60% | -2.9 | 1170 | i | 2 | 8%
O=C1CCC(=O)N1c1nc2n(n1)C(c1ccccc1)C=C(c1ccc(Br)cc1)N2 (stereo not given) | -1 | -0.33 | -0.25 | 0.37 | nt | nt | i | 14% | 3.5 | 2.5 | 5.2 | -3% | -8.8 | 1025 | i | -1 | 21%
Cc1ccccc1NC(=O)c1ccc(-c2ccc(Cl)cc2Cl)o1 | -0.38 | -0.039 | -0.087 | 0.82 | nt | nt | i | -41% | 1.9 | 1.4 | 3.2 | 8% | nt | nt | i | -3 | -19%
CCC1=C(OC(=O)N(CC)CC)N2C(=O)OC(=NCC3CC3)[C@]2(C)[C@H]2C1=CC[C@H]1C(=O)NC(=O)[C@H]12 | -0.48 | -0.8 | -0.28 | 0.69 | -0.08 | 935 | i | -7% | nt | nt | nt | -2% | 2.0 | 1312 | nt | nt | 6%
O=C(c1ccc(C(F)(F)F)cc1)N1CCC(=O)N(C(COCc2ccccc2)Cc2ccccc2)CC1 (stereo not given) | 0.36 | -0.31 | 0.49 | 0.52 | 0.8 | 953 | i | 2% | 2.4 | 1.8 | 9.7 | 26% | nt | nt | i | 39 | -14%
O=C(Nc1nc2nc(-c3ccccc3)cc(=O)n2[nH]1)c1ccccc1 | -0.016 | -0.28 | 0.14 | -0.041 | 1.2 | 920 | i | -7% | 2.1 | 1.5 | 4.1 | 20% | 0.0 | 1093 | i | -7 | 14%
O=C(CSCc1cccc(Br)c1)N/N=C/c1ccc2c(c1)OCO2 | 0.2 | -0.2 | -0.15 | 0.1 | 1.1 | 1618 | i | 23% | 2.3 | 1.6 | 7.0 | 8% | -0.5 | 1379 | i | -6 | -40%
Cc1nc(NC(=O)COC(=O)CCS(=O)(=O)c2ccccc2Cl)c(Cl)cc1Cl | -2.4 | 0.13 | -1.4 | -0.55 | 4.2* | 1329* | i | 46% | 3.2 | 1.1 | 4.2 | 11% | -0.6 | 1446 | i | 3 | -7%
Cc1cc(C)nc(N2N=C(C(C)(C)C)CC2=O)n1 | 0.49 | -0.15 | 0.3 | 0.34 | -0.27 | 871 | i | -7% | 1.5 | 1.5 | 9.1 | 7% | nt | nt | i | -7 | 9%
Nc1ccccc1-c1nc2ccccc2[nH]1 | -0.49 | -0.043 | -0.51 | 1.5 | -0.67 | 1767 | i | -41% | 3.5 | 3.2 | 7.3 | -124% | -0.5 | 1036 | i | 0 | -140%
Cc1cc(=O)oc2cc(OC(C)C(=O)N3CCCc4ccccc43)ccc12 (stereo not given) | -0.78 | -0.19 | -0.77 | -0.6 | 0.3 | 1238 | i | -28% | 5.8 | 2.4 | 1.8 | 2% | -0.8 | 1094 | i | 2 | -16%
CCOC(=O)Cc1c(C)nc2c(-c3ccc(Cl)cc3)c[nH]n2c1=O | 1.1 | -0.086 | 1.2 | -0.89 | -0.75 | 1260 | nt | 25% | 3.5 | 1.6 | 14 | -6% | 0.8 | 1148 | i | -9 | 31%
CS(=O)(=O)N(Cc1ccc(Cl)cc1)c1ccc(C(=O)NCCSCc2ccco2)cc1 | -0.43 | -0.29 | -0.08 | 0.8 | -0.41 | 940 | i | 3% | 1.5 | 1.3 | 7.9 | 8% | -3.9 | 1208 | i | -7 | 18%
O=C(O)C(c1ccccc1)N1CCCC1 (stereo not given) | -0.51 | 2.5 | 0.9 | 0.28 | -0.06 | 1146 | i | -13% | 2.4 | 2.2 | 6.1 | 2% | -5.0 | 1194 | i | -56 | 17%

Some values from above.
`Cc1cc(=O)oc2cc(OC(C)C(=O)N3CCCc4ccccc43)ccc12` (stereo not given) – MT stabilizer = 5.8
`O=C(Nc1nc2nc(-c3ccccc3)cc(=O)n2[nH]1)c1ccccc1` – b-catenin transl cell count 5 µM = 1093

Following part:
SMILES | Dynein transport | Dynein transport cytoplasmic EGFP | Dynein transport nuclear GR-EGFP | Dynein transport cell count | Ins promoter up | Ins promoter up cell count | Yfh1-off respiration | NOD1 inhibition | MT stabilizer | MT stabilizer Hoechst-high % | MT stabilizer cytotoxicity % | P. falciparum M17LAP | b-catenin transl | b-catenin transl cell count 5 µM | Autophagy HCS | Autophagy HCS cell loss 18 h | NOD2 inhibition
COc1ccc(CN2CCOCCOCCOCCOCC2)cc1 | -0.8 | -0.24 | -0.78 | 1.3 | -0.84 | 1080 | i | -4% | nt | nt | nt | 2% | 0.3 | 1272 | nt | nt | 10%
FC(F)(F)c1cc(-c2ccco2)nc(N2CCN(c3ccccc3)CC2)n1 | 0.006 | -0.17 | 0.012 | 0.56 | nt | nt | i | 5% | 3.2 | 2.5 | 7.3 | -5% | 2.9 | 1020 | i | 4 | 21%
CCOc1ccc2[nH]c(=O)c(CN(CCc3ccccc3)C(=O)N3CCOCC3)cc2c1 | 0.2 | -0.24 | -0.31 | 0.093 | 5.5* | 1345* | nt | 19% | 1.8 | 1.4 | 10 | 1% | 0.3 | 1299 | i | 4 | 7%
O=C(NNc1ccc([N+](=O)[O-])cc1)C1CC2CCCC(C1)C2=O (stereo not given) | 3.1 | 0.04 | 1.9 | -2.5 | 0.4 | 1499 | i | 6% | 2.0 | 1.3 | 4.0 | 11% | -1.4 | 1430 | i | -4 | 10%
CC(C)(C)NC(=O)Cn1nc(C(F)(F)F)c2c1CCCC2 | -0.67 | -0.4 | -0.83 | 1.6 | 0.77 | 1396 | i | -22% | 3.6 | 1.4 | 2.5 | -1% | -0.8 | 1476 | i | 17 | 17%
O=C(COC(=O)Cc1ccsc1)NCC12CC3CC(CC(C3)C1)C2 | -1.1 | 1.1 | -0.32 | 0.57 | 0.16 | 854 | i | -8% | 1.7 | 1.5 | 9.1 | 14% | nt | nt | i | 2 | 5%

3 compounds already listed, arranged by the value under MT stabilizer Hoechst-high %, highest first:
molecule,Dynein transport,Dynein transport cytoplasmic EGFP,Dynein transport nuclear GR-EGFP,Dynein transport cell count,NOD1 inhibition,MT stabilizer Hoechst-high %,P. falciparum M17LAP,NOD2 inhibition
FC(F)(F)c1cc(-c2ccco2)nc(N2CCN(c3ccccc3)CC2)n1,0.006,-0.17,0.012,0.56,5%,2.5,-5%,21%
O=C(COC(=O)Cc1ccsc1)NCC12CC3CC(CC(C3)C1)C2,-1.1,1.1,-0.32,0.57,-8%,1.5,14%,5%
O=C(NNc1ccc([N+](=O)[O-])cc1)C1CC2CCCC(C1)C2=O (stereo not given),3.1,0.04,1.9,-2.5,6%,1.3,11%,10%

Assay outcomes as filed in PubChem.
